Screens from PubChem.
RAD54 branch: inhibitors of human RAD54 branch migration, primary screen, biochemical, fluorescence, single point; AID 602329, 2012; RAD54 Holliday junction branch migration, FAM/BHQ fluorescence; 360,000 compounds, 0.14% hits; DNA repair and recombination protein RAD54-like (Homo sapiens), Q92698; inhibition, % at 10.4 µM;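 active = mean normalized replicate activity at least 40 and at least half of replicates scoring 40 or more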;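 note: 0% = median of neutral control wells and 100% = median of positive control wells; inhibitors cause a drop in the FAM fluorescence signal; in these data hits start at about 50%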
E-sel inducer: E-selectin induction in HUVECs, primary screen, imaging, HUVEC, immunofluorescence imaging, single point; activation, % at 7.58 µM; 260,000 compounds, 0.37% hits; normalized: neutral wells 0, TNF-alpha wells 100;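 active = mean E-selectin-positive cell signal at least 10% of the positive control, reached in at least 60% of replicates, without over 20% cell loss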;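 note: in these data hits start at about 27%; measured in HUVEC primary endothelial cells; signal is the percent of cells scored E-selectin positive by PE staining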
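Test system: HUVEC | Signal: Immunofluorescence imaging | Read-out: Percent E-selectin-positive cells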
DENV2 CPE: inhibitors of DENV2 cytopathic effect, primary screen, cell-based, plate reader, single concentration; DENV2-infected cells, cytopathic effect rescue; CPE inhibition, % at 9.99 µM; 350,000 compounds, 1.7% hits; AID 651640, 2012; in the data active = CPE inhibition above about 20%, passing the limit was not always enough; tested in BHK-21 cells;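 note: 0% = median of neutral control wells and 100% = median of positive control wells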
XiGFP reactiv: activators of inactive X chromosome reactivation, primary screen, imaging, XiGFP fibroblasts, GFP high-content imaging, set 2; XiGFP mouse fibroblasts, % GFP-positive cells imaging, 3 d; cells co-treated with 5-aza-dC sensitizer; scaled so ellipticine positive control = 100%; AID 743238, 2013; 360,000 compounds, 0.055% hits; activation, % at 7.58 µM;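 active = mean normalized replicate activation at least 10% and every replicate at or above 10%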;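 note: 0% = median of on-plate neutral control wells and 100% = ellipticine 6 µM median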
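Schedule: 3 d treatment, 15 min room-temperature fixation; system: 68-5-11 XiGFP fibroblast line; buffer or medium: DMEM plus 5-aza-dC sensitizer; control set: ellipticine 6 µM positive control; compound: one concentration, pinned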
INS-1E GSIS act: GLuc luminescence reporter in INS-1E cells, primary screen for activators of glucose-dependent secretion of insulin; INS-1E GLuc reporter insulin secretion, 2-3 h; activation, % at 16.6 µM; 370,000 compounds, 0.61% hits; AID 743287, 2014;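 active = lowest replicate activation of at least 40%, so every replicate reaches that level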;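 note: 0% = median of neutral control wells and 100% = median of IBMX positive control wells; some compounds called inactive have numbers as strong as hits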
RAD52 anneal inh: RAD52 DNA annealing inhibitors, primary screen, biochemical, FRET, single point, set 2 | recombinant RAD52 DNA annealing, FRET fluorescence | inhibition, % at 18.7 µM | 360,000 compounds, 0.46% hits | AID 651710, 2012;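 active = every replicate showing at least 50% inhibition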
Target sequence (P43351 whole entry, looked up): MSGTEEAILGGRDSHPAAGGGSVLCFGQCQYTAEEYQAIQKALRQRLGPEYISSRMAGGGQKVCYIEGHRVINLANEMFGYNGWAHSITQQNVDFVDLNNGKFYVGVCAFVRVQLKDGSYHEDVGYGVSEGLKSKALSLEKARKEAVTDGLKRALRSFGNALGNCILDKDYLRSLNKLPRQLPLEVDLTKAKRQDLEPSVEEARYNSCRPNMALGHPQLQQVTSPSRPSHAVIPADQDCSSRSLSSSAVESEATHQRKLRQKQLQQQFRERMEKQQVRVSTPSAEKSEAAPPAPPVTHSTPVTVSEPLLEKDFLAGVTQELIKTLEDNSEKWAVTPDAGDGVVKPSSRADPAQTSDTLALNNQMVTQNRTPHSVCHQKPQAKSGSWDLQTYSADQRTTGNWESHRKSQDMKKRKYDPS
Casp6 inh: human caspase-6 inhibitors, primary screen, biochemical, VEID-R110 fluorescence, single point, set 2; inhibition, % at 12.5 µM; AID 686996, 2013; purified caspase-6, Z-VEID-R110 cleavage fluorescence; P55212; 350,000 compounds, 0.53% hits;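 active = mean inhibition across replicates at least about 35%, with every replicate also reaching that limit, limit read from the data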;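 note: 0% = median of neutral control wells and 100% = no fluorescence left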
Target sequence (P55212 24-179 limits assumed): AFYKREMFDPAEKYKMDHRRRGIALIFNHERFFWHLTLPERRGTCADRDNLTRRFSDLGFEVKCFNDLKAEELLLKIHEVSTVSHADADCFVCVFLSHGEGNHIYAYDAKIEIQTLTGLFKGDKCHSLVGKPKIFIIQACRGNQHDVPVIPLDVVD
Target sequence (P55212 194-293 limits assumed): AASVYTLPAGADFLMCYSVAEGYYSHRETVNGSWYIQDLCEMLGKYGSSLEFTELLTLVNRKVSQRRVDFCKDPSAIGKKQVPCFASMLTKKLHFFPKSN
F508del corr: F508del CFTR correction, initial screen, CFBE line, single point; CFBE cells, YFP halide quenching; stimulated with forskolin plus potentiator P3; % fluorescence drop versus neutral controls; activity (quench increase), % at 7.58 µM; 350,000 compounds, 0.36% hits; AID 720511, 2013;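 active = mean added fluorescence quench of at least 8% versus neutral control, with both replicates also reaching 8%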;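 note: cells transiently co-express mutant CFTR-F508del with the halide-sensitive YFP; corrector assay measuring rescue of mutant channel to the surface after 24 h compound exposure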
* = called active by the depositor; x = not tested or not shown.

SMILES	RAD54 branch	E-sel inducer	DENV2 CPE	XiGFP reactiv	INS-1E GSIS act	RAD52 anneal inh	Casp6 inh	F508del corr
CCCNC(=O)N1CC2(C1)CN(C(=O)CC1CC1)[C@H](CO)c1c2c2ccc(OC)cc2n1C	x	-0.1	1	0.4	5	11	2	0.2
CCOc1ccc2nc(N3C(=O)CNC3=S)sc2c1	x	x	-7	0.1	8	-4	-1	0.4
C[C@H](CO)N1C[C@H](C)[C@H](CN(C)C(=O)Nc2ccc(F)cc2)Oc2ccc(NC(=O)CCC(F)(F)F)cc2C1=O	-8	0.1	-2	0.6	13	11	2	-3.5
COc1cc2[nH]c(C(=O)NCC3CCCO3)cc2c(OC)c1OC (centres undefined)	-5	0.1	-2	0.0	9	-10	1	-1.7
CN(C)CCNc1ncnc2c1sc1nc(-c3ccccc3)c3c(c12)CCCC3	7	x	-6	-0.1	193*	70*	-108	-6.0
O=C(CCCN1C(=O)/C(=C/c2ccccc2)SC1=S)Nc1ccc(C(=O)O)c(O)c1	0	x	-3	0.1	0	-5	25	-0.6
Cc1cccc(C)c1NC(=O)C1(C)CN(S(C)(=O)=O)CC(=O)N1C1CC1 (centres undefined)	x	0.1	-13	-0.1	-5	-23	-3	-2.2
CCCN(C)C[C@H]1Oc2cc(C#CC3CCCCC3)ccc2S(=O)(=O)N([C@@H](C)CO)C[C@@H]1C	x	0.4	x	0.0	28	x	x	-2.2
CCCN1[C@@H]2c3ccc(-c4ccc(F)cc4)c(=O)n3C[C@@H]2[C@@H](CO)[C@@H]1C(=O)OC	12	0.2	-12	-0.1	2	-11	1	-0.7
COc1ccc(CNCCCn2cnc3c(SC)ncnc32)cc1	-2	x	-5	0.1	x	-5	-1	1.7
CC(=O)c1cccc(NC(=O)COC(=O)c2ccccn2)c1	-14	x	-7	0.0	9	3	0	-0.4
CCC(c1nnnn1-c1ccc2c(c1)OCCO2)N1CCN(c2ccccc2)CC1 (centres undefined)	x	0.0	16	1.6	14	0	4	2.5
C=CC[C@@H](OC(=O)Nc1ccc(SC)cc1)c1ccc(OCCO)cc1	-7	x	4	x	x	13	0	0.3
Cc1noc(C)c1NC(=O)Nc1ccc2c(c1)CC(=O)N([C@@H](C)CO)C[C@@H](C)[C@H](CN(C)C)O2	-1	-2.0	-10	-1.2	-7	3	1	1.0
COc1ccc(Nc2nnc(SCC3CCCO3)s2)cc1 (centres undefined)	x	-0.6	1	0.0	0	4	1	-1.8
O=C1CNC(=S)N1CCc1ccc(Cl)cc1	2	0.4	-5	0.0	21	-32	0	0.6
Oc1ccc[n+](/C=C\c2ccccc2)c1	-1	0.2	-10	-0.6	-2	-30	-5	1.4
CCCC(=O)N1C[C@@H]2[C@H](c3ccccc31)[C@H](CO)N2Cc1cocn1	-17	0.2	18	0.1	14	-7	2	-2.5
CC(=O)Nc1ccc2c(c1)C(=O)N(C)[C@H]1CC[C@H](CC(=O)NCc3ccc4c(c3)OCO4)O[C@@H]1CO2	-2	0.0	0	0.3	-5	x	x	1.1
CCCN(CCC)C(=O)CCSCCC(=O)N(CCC)CCC	-2	-2.3	0	-0.4	x	14	-1	x
C[C@H]1CN([C@@H](C)CO)C(=O)c2cc(/C=C/c3ccccc3)cnc2O[C@H]1CN(C)C(=O)c1cccnc1	1	0.0	0	0.0	-10	4	0	-1.7
O=C(Nc1ccccc1F)N1CCCCN2[C@H](C1)[C@@H](c1ccc(-c3cccnc3)cc1)[C@@H]2CO	-10	0.8	-7	0.3	8	0	2	-2.0
COc1ccc(NC(=O)C(c2ccccc2)n2c(=O)c(-c3ccco3)nc3ccccc32)cc1 (centres undefined)	x	-0.1	0	0.0	-44	-13	0	-0.9
COC(=O)c1cc(C(=O)OCC(=O)NNC(=O)c2cccs2)cc([N+](=O)[O-])c1	-5	0.1	x	0.1	-2	3	-2	1.6
COc1ccccc1NS(=O)(=O)c1cc(NC(=O)COc2ccccc2)ccc1N1CCOCC1	0	0.3	7	0.0	4	-16	-1	6.5
CNC[C@H]1Oc2cc(C#Cc3ccccn3)ccc2S(=O)(=O)N([C@H](C)CO)C[C@H]1C	-3	-0.2	3	0.5	-6	-53	0	0.1
CN(CC(=O)Nc1ccc(F)cc1)C(=O)COC(=O)c1cc(Br)c(Br)s1	-10	0.4	-2	0.3	-12	-19	-1	1.9
CC(C)(C)NC(=S)Nc1cccc(C(F)(F)F)c1	-5	1.0	-7	0.0	1	-11	4	0.1
Cc1ccc(C(C(=O)NCc2ccco2)N(C(=O)CNC(=O)c2cccs2)c2ccc(C)cc2C)cc1 (centres undefined)	-10	x	14	x	-1	3	-1	2.2
CCCCNC(=S)Nc1ccc(Oc2ccccc2)cc1	-5	x	4	0.1	32	-2	0	5.3
CC(=O)N1CC2(C1)[C@H](c1ccc(-c3ccc(C#N)cc3)cc1)[C@H](CO)N2C(C)=O	x	-0.2	-6	0.1	1	-11	-1	-2.3
COc1cccc(N2CCN(C(=O)CCc3nnc4ccc(N5CCOCC5)nn34)CC2)c1	-1	x	8	0.2	-8	-7	-4	-0.3
Cc1ccc(-c2nc(SCC(=O)NCC3CCCO3)c(-c3ccc(C)cc3)[nH]2)cc1 (centres undefined)	-4	2.4	-1	0.2	-13	-8	-1	-0.7
CSc1ncccc1C(=O)OCC(=O)NCc1ccc2c(c1)OCO2	x	x	-8	-0.1	-1	-8	-4	-0.3
CO[C@@H]1CN(C)C(=O)c2ccc(NS(C)(=O)=O)cc2OC[C@H](C)N(Cc2cncnc2)C[C@H]1C	7	0.0	-7	0.0	-6	-1	0	0.7
Cc1noc(C)c1S(=O)(=O)NC(=O)C1(C)CCN1C(=O)Cc1ccc(-c2ccccc2)cc1 (centres undefined)	-7	-0.1	-1	0.1	31	-6	-2	0.4
CNCc1c(OCc2ccc(F)cc2)ccc2ccccc12	6	-0.1	-2	-0.1	30	1	-3	1.8
Cc1ccc(NC(=O)C(=O)Nc2ccccn2)cc1	-6	-1.5	3	0.2	15	-5	-4	-0.7
N#Cc1c(NC(=O)COC(=O)c2ccc(S(=O)(=O)N3CCCC3)cc2)sc2c1CCCCC2	-7	x	1	0.0	6	-11	0	x
CCCS(=O)(=O)NC(=O)C1(C)CCCN(C(=O)c2ccc3ccccc3c2)C1 (centres undefined)	-14	2.8	3	0.1	15	-7	-3	-1.0
Cc1ccc(C(=O)NC(=S)Nn2cnnc2)cc1	-2	-0.2	x	0.1	2	x	x	0.6
O=C(NC(=O)c1ccccc1)Nc1ccccn1	-1	0.6	-4	-0.1	10	-3	-1	-5.7
COc1ccc(C#Cc2ccc3c(c2)O[C@@H](CN(C)C(C)=O)[C@H](C)CN([C@H](C)CO)S3(=O)=O)cc1	-7	0.2	-7	-1.2	-12	-23	2	-0.9
COc1ncccc1C(=O)N1CCCC(N2CCN(c3cccc(Cl)c3)CC2)C1 (centres undefined)	-12	1.3	15	-0.1	-10	-5	0	-4.7
CCOC(=O)[C@H]1[C@H]2COc3ccc(Cl)cc3[C@@H]2N2C(=O)[C@@H](C)NC(=O)[C@@]12C	-18	0.1	9	0.4	x	4	4	2.4
Cc1c(CC(=O)N[C@@H](C)C(=O)O)c(=O)oc2c(C)c3occ(-c4ccccc4)c3cc12	-10	0.0	-1	0.2	6	-3	x	-0.5
C/C(CC(=O)N1CCN(C=O)CC1)=N\NC(=O)c1ccc([N+](=O)[O-])cc1	x	0.1	1	0.0	-1	1	-1	x
COc1ccccc1-c1csc(Nc2ccc(Oc3ccccc3)cc2)n1	9	-0.6	1	x	-7	-8	-4	0.4
Cc1[nH]nc2c1C(c1cccc(C(F)(F)F)c1)NC2=O (centres undefined)	x	-0.2	-2	0.2	37	-13	-4	0.6
NCCCC[C@H]1CNC(=O)C(=O)N1CCCCC1CCCCC1	2	0.8	14	0.3	6	0	-18	1.5

Next part
SMILES	RAD54 branch	E-sel inducer	DENV2 CPE	XiGFP reactiv	INS-1E GSIS act	RAD52 anneal inh	Casp6 inh	F508del corr
Cn1cc(C(=O)Nc2ccc(Cl)c(Cl)c2)cn1	x	0.3	-4	0.0	x	-3	4	-3.1
CCOC(=O)C1CCCN(C(=O)c2cc(-c3ccccc3)cs2)CC1 (centres undefined)	1	x	7	0.2	x	-1	1	-0.1
N#C[C@H]1[C@H](c2ccc(-c3cccc(F)c3)cc2)[C@H](CO)N1C(=O)NC1CCCC1	5	-0.3	-20	-0.1	-21	-37	-1	-1.5
CN(C)CCCN1C(=O)CSC1c1ccccc1 (centres undefined)	3	0.2	4	-0.1	11	-12	-2	1.9
Cc1cc(Cl)ccc1OCC(=O)N(Cc1ccco1)C1CCS(=O)(=O)C1 (centres undefined)	-10	0.5	-11	-0.1	-4	-11	-2	1.4
CCn1c(SCC(=O)N(C)C)nc2cc(S(=O)(=O)N3CCCCC3)ccc21	-2	16	-1	0.1	16	3	1	0.9
CC(=O)Nc1ccc2c(c1)C(=O)N(C)[C@H]1CC[C@@H](CC(=O)NCc3ccc(F)cc3)O[C@H]1CO2	5	0.0	12	0.2	-5	3	-7	1.8
CN1CCN(C(=O)C2=C[C@H](c3ccccc3)C[C@H](OCCCCO)O2)CC1	-5	x	2	x	x	-7	2	-0.6

An excerpt from above with just INS-1E GSIS act, RAD54 branch and DENV2 CPE.
molecule	INS-1E GSIS act	RAD54 branch	DENV2 CPE
CN(CC(=O)Nc1ccc(F)cc1)C(=O)COC(=O)c1cc(Br)c(Br)s1	-12	-10	-2
O=C(NC(=O)c1ccccc1)Nc1ccccn1	10	-1	-4
CN1CCN(C(=O)C2=C[C@H](c3ccccc3)C[C@H](OCCCCO)O2)CC1	x	-5	2
